SENP6 block: SENP6 protease inhibitors, primary screen, biochemical, luminescence, uHTS; Recombinant SENP6 catalytic domain, aminoluciferin luminescence; inhibition, % at 10 µM; Sentrin-specific protease 6 (Homo sapiens), Q9GZR1; 1.8% of 330,000 active;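 active = inhibition above about 50% at the single tested dose, limit read from the data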;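 note: plate controls were DMSO wells with enzyme for no effect and DMSO wells lacking enzyme for full effect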
SENP8 block-1: human SENP8 protease inhibitors, primary screen, biochemical, fluorescence, Nedd8 protein substrate, uHTS; AID 602440, 2012; 0.64% of 360,000 active; inhibition, % at 20 µM; Sentrin-specific protease 8 (Homo sapiens), Q96LD8; recombinant SENP8; in the data active = inhibition mostly above about 40%, no sharp cut-off; inactive = mostly below about 27%
Target sequence (Q96LD8 whole entry, looked up): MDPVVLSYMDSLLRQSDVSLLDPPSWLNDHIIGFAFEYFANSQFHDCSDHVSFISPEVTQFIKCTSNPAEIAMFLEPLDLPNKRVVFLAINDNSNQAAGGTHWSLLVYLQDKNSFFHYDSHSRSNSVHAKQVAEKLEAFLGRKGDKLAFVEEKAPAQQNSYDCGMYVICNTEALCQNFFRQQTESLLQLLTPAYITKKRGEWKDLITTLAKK
APOBEC3G inh: APOBEC3G DNA deaminase inhibitors, primary screen, biochemical, fluorescence, single-stranded DNA substrate, uHTS | DNA dC->dU-editing enzyme APOBEC-3G (Homo sapiens), Q9HC16 | recombinant A3G, ssDNA deamination FAM/TAMRA fluorescence | inhibition, % at 20 µM | 0.28% of 330,000 active;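 active = inhibition of at least 40% at 20 µM, with no more than 30% in the related APOBEC3A deaminase screen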;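 note: plate controls were DMSO wells with A3G for no effect and wells lacking A3G enzyme for full effect; some compounds called inactive have numbers as strong as hits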
SENP1 FRET inh: human SENP1 catalytic domain inhibitors, primary screen, biochemical, FRET, uHTS | Sentrin-specific protease 1 (Homo sapiens), Q9P0U3 | recombinant SENP1 catalytic domain, CyPet-SUMO1-YPet FRET cleavage | inhibition, % at 10 µM | 0.21% of 360,000 active;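 active = inhibition at least 30% at 10 µM, raw YFP signal under a set limit, fluorescence ratio 0.5 to 1.5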;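 note: 0% = enzyme with DMSO and 100% = no enzyme wells; some results filed as inactive read as strong as hits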
Target sequence (Q9P0U3 419-644 limits assumed): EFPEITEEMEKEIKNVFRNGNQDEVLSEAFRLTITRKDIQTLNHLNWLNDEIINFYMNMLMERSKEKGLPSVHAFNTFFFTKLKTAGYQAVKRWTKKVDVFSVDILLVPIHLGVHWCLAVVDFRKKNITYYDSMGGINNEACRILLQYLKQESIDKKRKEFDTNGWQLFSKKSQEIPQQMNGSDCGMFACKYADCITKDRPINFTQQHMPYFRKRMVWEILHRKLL
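Assay system: hSENP1 catalytic domain, recombinant. Amount: SENP1 enzyme, 20 pM final. Schedule: 50 min reaction, RT, dark. Technique: FRET, CFP and YFP emission. Control set: no-enzyme wells low, DMSO-plus-enzyme wells high control.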
SENP7 inh: SENP7 protease inhibitors, primary screen, biochemical, luminescence, uHTS. Sentrin-specific protease 7 (Homo sapiens), Q9BQF6. recombinant SENP7, Z-RLRGG-aminoluciferin luminescence, 40 min. inhibition, % at 5 µM. 1.5% of 330,000 active;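 active = inhibition above about 50% at the single test dose, limit read from the data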;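 note: plate controls were DMSO with enzyme for no effect and no enzyme buffer wells for full effect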
Target sequence (Q9BQF6 706-1050 limits assumed): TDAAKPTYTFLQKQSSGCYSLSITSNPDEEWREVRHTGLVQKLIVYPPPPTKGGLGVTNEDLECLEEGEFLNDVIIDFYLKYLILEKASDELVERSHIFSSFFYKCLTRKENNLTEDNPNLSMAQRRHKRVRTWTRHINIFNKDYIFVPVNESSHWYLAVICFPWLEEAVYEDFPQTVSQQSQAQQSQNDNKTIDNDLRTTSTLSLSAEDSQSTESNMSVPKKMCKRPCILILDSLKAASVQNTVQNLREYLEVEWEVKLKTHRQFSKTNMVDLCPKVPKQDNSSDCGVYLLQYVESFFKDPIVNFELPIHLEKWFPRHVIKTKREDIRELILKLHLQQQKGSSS
Apaf1 inhib: inhibitors of human Apaf-1 apoptosome, primary screen, biochemical, DEVD-Rh110 fluorescence, uHTS; Apoptotic protease-activating factor 1 (Homo sapiens), O14727; reconstituted apoptosome caspase-3 activity; inhibition, % at 20 µM; 0.71% of 330,000 active; active = inhibition of at least 40% at 20 µM;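 note: plate controls were DMSO wells for no effect and DEVD-CHO caspase inhibitor wells for full effect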
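System – cell-free apoptosome with Apaf-1, procaspase-3 and caspase-9 · Buffer or medium – pH 7.5 Hepes buffer with CHAPS, BSA, DTT · Also added – cytochrome c with DEVD-Rh110 · Times – 30 min compound preincubation, 50 min activation, room temperature · Technique – Rh110 fluorescence intensity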
UBC13 polyUb: UBC13 polyubiquitin chain formation inhibitors, primary screen, biochemical, TR-FRET, uHTS. Ubiquitin-conjugating enzyme E2 N (Homo sapiens), P61088. inhibition, % at 20 µM. 0.47% of 330,000 active. AID 485273, 2010; in the data active = inhibition above about 45%, passing the limit was not always enough
Target sequence (P61088 whole entry, looked up): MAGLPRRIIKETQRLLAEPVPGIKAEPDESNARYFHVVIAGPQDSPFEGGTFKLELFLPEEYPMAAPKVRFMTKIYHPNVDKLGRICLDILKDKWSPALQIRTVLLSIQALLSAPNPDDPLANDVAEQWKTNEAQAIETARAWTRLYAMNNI
SENP8 block-2: SENP8 protease inhibitors, primary screen, biochemical, luminescence; Sentrin-specific protease 8 (Homo sapiens), Q96LD8; purified SENP8, Z-RLRGG-aminoluciferin cleavage; inhibition, % at 10 µM; 1.2% of 330,000 active; AID 2540, 2010; in the data active = inhibition above about 50%
An asterisk follows results filed as active; / = not tested or not shown.

SMILES	SENP6 block	SENP8 block-1	APOBEC3G inh	SENP1 FRET inh	SENP7 inh	Apaf1 inhib	UBC13 polyUb	SENP8 block-2
O=C(CCN1C(=O)c2cccc3cccc(c23)C1=O)N1CCN(Cc2ccc3c(c2)OCO3)CC1	6.0	-105.8	2.4	2.6	2.4	16.8	-3.0	3.7
CCOC(=O)c1c(NC(=O)COC(=O)CCS(=O)(=O)c2ccc(C)cc2)sc(C)c1C	-4.3	-10.5	2.3	-7.2	8.5	22.3	0.1	0.8
CN(C)CCCNC(=O)C[C@H]1C[C@H](C(=O)N2CCOCC2)[C@@]2(CCC3CCCC3)c3[nH]c4cc(-c5ccco5)ccc4c3CCN2C1=O	/	-382.6	3.1	-5.3	0.8	67.5*	/	/
COc1ccccc1Nc1ccc(C(=O)O)cc1[N+](=O)[O-]	-15.5	17.9	-1.0	1.9	-14.2	5.6	-32.9	-11.8
C=CCNC(=S)NNC(=O)c1csc(C)c1C	-11.2	17.6	-2.2	1.2	-0.8	3.7	-14.5	1.8
Cc1c(C(=O)N2CCC2)oc2c(F)cccc12	-8.3	7.7	8.9	-1.6	8.0	6.6	5.0	-0.9
CCN(CC)CCN(C(=O)C1CCCCC1)c1nc2cc3c(cc2s1)OCO3	-4.9	6.4	-8.7	-0.2	4.6	17.8	7.3	-4.8
Cc1c(C(=O)N2CCOCC2)[nH]c2ccc(OCc3ccccc3)cc12	-1.6	-96.9	-3.5	0.7	6.9	12.5	6.3	-4.2
COc1ccccc1/C=C/C(=O)NCC(=O)N/N=C/c1cc(Br)ccc1OC	-9.1	-72.9	8.4	-10.3	2.7	17.2	0.0	-3.7
Cc1onc(-c2ccccc2Cl)c1C(=O)Nc1ccc(Br)cc1	-12.1	0.1	-3.3	1.1	-0.2	16.8	3.1	-1.5
O=C(CCNS(=O)(=O)c1ccc(Cl)cc1)OCC(=O)c1ccc[nH]1	-15.4	4.8	-5.6	-5.8	-0.1	-11.1	-5.7	-1.7
Nc1ccc(C(=O)Nc2cccc(NC(=O)c3ccc(N)cc3)c2)cc1	6.6	4.6	-8.9	0.7	-2.3	-12.9	11.5	2.1
CCn1cc([N+](=O)[O-])c(C(=O)N2CCOCC2)n1	-4.9	12.9	-0.1	2.9	0.5	2.8	-3.8	2.0
CC(=O)N1CCN(c2ccc(NCc3ccc(C)cc3)cc2)CC1	-18.5	-55.9	-0.3	2.2	3.1	0.2	5.2	-2.9
Cc1ccc(/C(N)=N/OC(=O)CCc2ccccc2)cc1	-10.5	15.9	-7.3	3.1	-4.4	-7.4	6.8	-7.1
CN(CC(=O)Nc1ccc(Cl)c(C(F)(F)F)c1)C(=O)c1cc(=O)c2ccccc2o1	-12.8	6.9	-8.6	3.4	-11.5	16.0	-6.6	-12.2
COc1ccc(-n2nnnc2SCc2nc3ccccc3s2)cc1	-1.5	-163.0	2.1	-38.6	-2.3	14.8	-8.7	-1.7
C[C@H](CO)N1C[C@H](C)[C@@H](CN(C)C(=O)NC2CCCCC2)Oc2c(NS(=O)(=O)c3ccc(F)cc3)cccc2C1=O	4.0	3.0	13.5	-0.2	6.4	12.8	7.5	-0.6
CCOc1ccc(NC(=O)C2CC(=O)N(c3ccc4c(c3)OCCO4)C2)cc1OCC (configuration not stated)	-11.1	-1.0	-2.8	-0.6	-0.7	-2.1	-4.5	-0.8
O=C(COC(=O)CC(c1ccccc1)c1ccccc1)Nc1cccc(F)c1	3.0	9.2	1.1	1.5	-4.6	11.9	-4.0	-10.2
CCC1CCC2(CC1)NC(=O)N(CC(=O)Nc1cc(C)on1)C2=O (configuration not stated)	-20.9	2.0	-3.5	2.1	2.6	2.5	2.2	-2.9
CC1(c2nnc(-c3ccccc3)o2)CC(c2c(Cl)cccc2Cl)=NO1 (configuration not stated)	-8.2	18.6	-8.6	1.0	-0.8	-4.7	8.4	7.8
Nc1nccnc1C(=O)OCC(=O)NCCc1ccc(S(N)(=O)=O)cc1	-8.0	-473.5	0.9	-30.2	-6.1	-3.3	10.1	-0.2
Cc1c(O)c(CN2CCCC2)cc2c1oc(=O)c1ccccc12	3.2	-72.5	3.3	11.3	16.1	6.4	15.7	3.2
COc1ccc(Cl)cc1S(=O)(=O)N1CCC(C(=O)NCC2CCCO2)CC1 (configuration not stated)	3.1	10.5	-4.0	0.5	-1.5	-1.8	1.2	-0.7

The last 2 entries of the section before are carried over, then new ones follow:
SMILES	SENP6 block	SENP8 block-1	APOBEC3G inh	SENP1 FRET inh	SENP7 inh	Apaf1 inhib	UBC13 polyUb	SENP8 block-2
Cc1c(O)c(CN2CCCC2)cc2c1oc(=O)c1ccccc12	3.2	-72.5	3.3	11.3	16.1	6.4	15.7	3.2
COc1ccc(Cl)cc1S(=O)(=O)N1CCC(C(=O)NCC2CCCO2)CC1 (configuration not stated)	3.1	10.5	-4.0	0.5	-1.5	-1.8	1.2	-0.7
COc1ccc([C@H](NC(=O)OC(C)(C)C)C(=O)OC(C)(C)C)cc1	-1.9	8.2	-9.2	1.0	-5.9	-0.1	17.8	9.7
O=C(Nc1cccc(Cl)c1)OCc1ccccn1	-22.4	25.2	-3.4	3.2	4.0	-6.2	3.8	-15.3
CNCC[C@H](Oc1ccc(C(F)(F)F)cc1)c1ccccc1	-12.0	9.0	-5.3	-0.1	7.5	28.5	44.7	-1.5
CC(C)CCn1c(SCC(=O)OCn2nnc3ccccc3c2=O)nc2ccccc2c1=O	-9.8	2.5	0.5	0.2	2.6	8.0	4.8	3.1
CCCN(C(=O)c1nc2nccc(C)n2n1)c1c(N)n(Cc2ccccc2)c(=O)[nH]c1=O	-5.0	-1.2	-8.6	3.8	-3.2	10.1	-10.0	15.1
CC(C)(C)c1ccc(C(=O)NCC(=O)OCC(=O)NC(=O)NC2CCCC2)cc1	15.1	5.7	-5.8	1.8	-0.7	3.3	9.4	15.1
O=C(c1ccc(S(=O)(=O)Nc2ccccc2F)cc1)N1CCCCCC1	2.8	0.5	-10.1	2.7	-6.5	-0.1	-3.7	-6.7
S=c1sc2ccccc2n1CCc1ccncc1	1.9	12.5	-13.0	-0.8	-12.6	7.3	-0.8	-7.1
Cc1c(C(=O)N2CCCCC2CCN2CCCC2=O)oc2c(F)cccc12 (configuration not stated)	-12.8	6.8	-5.4	1.5	-13.2	2.1	-8.2	-2.0
C/C(=N\NC(=O)Cc1c(Cl)cccc1Cl)c1cccnc1	-11.6	4.8	-1.0	1.5	1.2	2.6	2.9	-3.2
O=C(O)CCc1nn2c3ccccc3n(CCO)c2nc1=O	-13.3	-365.7	-6.2	0.2	2.2	-11.9	12.4	-0.9
COC(OC)c1ccnc(-c2ccc(OC(=O)c3cccs3)cc2)n1	5.8	12.8	-2.8	-5.7	-4.2	-1.7	0.0	0.4
CCOC(=O)C1CCN(Cc2nnc(-c3cccc(Br)c3)o2)CC1	-5.9	22.6	-4.9	0.2	-4.3	0.0	7.7	2.2
C=CCCC(=O)NC1CC(C)(C)Cc2c1cnn2-c1ccc(OC)cc1 (configuration not stated)	-12.3	19.9	-5.7	1.8	6.8	-4.1	-0.7	-5.8
Cn1c(CC(=O)Nc2ccc(Cl)c(Cl)c2)n[nH]c1=S	-14.0	21.5	7.5	-2.6	-5.4	-5.5	-7.0	-2.8
COc1ccc(S(=O)(=O)N2CCCC2C(=O)n2nc(C)cc2C)cc1 (configuration not stated)	-10.9	17.7	-5.4	1.8	-6.1	-8.8	4.4	-6.1
COc1ccc(-n2nc(C(=O)NCC(=O)N3CCCC(C)C3)c3ccccc3c2=O)cc1 (configuration not stated)	-11.1	-245.5	-1.1	3.0	-12.8	15.5	-2.1	-6.8
COc1ccc(CN(C(=O)c2ccco2)c2ccc(C)cc2)cc1OC	-5.8	29.2	-6.8	1.4	-4.5	23.7	-15.7	0.2
COc1cc(OC)cc(C(=O)Nc2ccc(CN3CCCCC3)cc2)c1	1.8	4.5	-9.4	2.0	-1.5	-14.6	8.0	0.3
O=C(CSc1cccc[n+]1[O-])N1CCCCCC1	8.1	15.2	2.3	1.9	3.5	-3.8	-17.5	-7.0
O=C(O)CCCCC1SCC2NC(=O)NC21 (configuration not stated)	-7.7	30.9	-8.9	2.1	-10.0	-11.0	4.8	0.9
C=CCCCCCCCCC(=O)NNC1=CC(=O)CC(C)(C)C1	-6.6	-7.6	-5.4	-3.7	1.8	12.0	10.5	-3.8
COC(=O)COc1ccc(S(=O)(=O)Nc2ccc(NC(C)=O)cc2)cc1	-3.7	5.4	0.2	1.1	-7.9	5.3	-1.1	-10.0
Cc1ccc(-n2nc3c(=O)n(CCCC(=O)NCC(C)c4ccccc4)nc(C)c3c2C)cc1 (configuration not stated)	-16.4	13.1	8.5	-0.3	1.5	18.5	4.3	5.2
N#Cc1sc(NCc2ccccn2)nc1Cl	-3.9	18.9	-6.2	-1.1	1.0	4.7	10.1	4.8

Limited to SENP8 block-1, for four of the compounds above:
mol,SENP8 block-1
S=c1sc2ccccc2n1CCc1ccncc1,12.5
Cc1c(C(=O)N2CCCCC2CCN2CCCC2=O)oc2c(F)cccc12 (configuration not stated),6.8
C/C(=N\NC(=O)Cc1c(Cl)cccc1Cl)c1cccnc1,4.8
O=C(O)CCc1nn2c3ccccc3n(CCO)c2nc1=O,-365.7

Additional results follow:
SMILES	SENP6 block	SENP8 block-1	APOBEC3G inh	SENP1 FRET inh	SENP7 inh	Apaf1 inhib	UBC13 polyUb	SENP8 block-2
Cc1ccc(NC(=O)C2CC(c3ccc(F)cc3)=NO2)cc1 (configuration not stated)	21.7	6.7	-4.2	0.2	8.2	-7.1	12.2	3.9
COc1cc(OC)c(-n2cc(-c3ccc(OC)c(OC)c3)[nH]c2=S)cc1Cl	0.8	21.2	-12.7	-9.5	2.2	29.2	8.4	3.3
CCOc1ccc(N2C(=O)C3Sc4[nH]c(=O)sc4C(c4ccc(OC)c(OC)c4)C3C2=O)cc1 (configuration not stated)	9.2	26.4	-6.1	1.0	-1.7	-10.9	-1.7	0.3
O=C(NCCCCc1ccccc1)C12CN(Cc3ccccc3)CC1C(c1cccc([N+](=O)[O-])c1)=NO2 (configuration not stated)	-8.5	6.0	27.4	0.5	7.0	21.2	2.3	-2.5
CCC(CC)C(=O)Nc1nnc(CCc2ccccc2)s1	0.5	13.6	-4.1	-1.9	-1.9	12.2	2.3	-4.4
CCOC(=O)c1c(C)nc(-c2ccccc2)nc1NC(=O)CC	-0.6	8.4	-4.5	-0.4	3.3	-10.1	3.0	6.6
CC(=O)Nc1ccc(NC(=O)Cn2ccc([N+](=O)[O-])n2)cc1	8.9	19.9	-1.1	1.6	-1.7	-4.0	-1.7	-2.9
O=C1c2ccc(Cl)cc2S(=O)(=O)c2cccc(C(=O)N3CCN(c4ccc(Cl)cn4)CC3)c21	-9.6	-13.3	-6.3	8.1	0.8	21.8	2.8	3.2
CS(=O)(=O)N1CCc2cc(C(=O)Nc3ccc(Br)cc3)ccc21	7.9	20.0	-7.0	0.9	2.1	-0.6	1.4	-0.6
COc1ccc(OCC(=O)Nc2ccccc2C(=O)NC2CC2)cc1	-14.5	6.9	0.4	-0.2	1.0	4.5	-0.2	7.0
COc1ccc(NS(=O)(=O)c2cc(NC(=O)c3cccs3)ccc2N2CCOCC2)cc1	5.7	32.0	-7.3	-2.2	1.2	-19.6	14.1	4.7
COc1ccc(OC)c(CC(=O)Nc2ccc3c(c2)CCC3)c1	-35.3	5.1	-4.6	-0.2	-2.2	6.5	-0.7	3.0

Screening data (PubChem)
